bCat nuc transl: modulators of beta-catenin nuclear translocation, primary screen, imaging, HeLa cells, immunofluorescence, high-content; nuclear translocation activity, % at 5 µM; actives 0.3% (n = 190,000);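 active means nuclear translocation activity above 50% at 5 µM, with a well cell count of 50 or more; inconclusive means wells under 50 cells across six images, flagged as toxic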;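 further: per-cell ratio of nuclear to cytoplasmic median beta-catenin stain intensity; plate controls were DMSO negative control for no effect and GSK-3 inhibitor IX positive control for full effect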
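Test system: human HeLa cell line; Doses: 5 µM primary, 0.02–20 µM confirmation; Incubation: 24 h compound exposure, 37°C; Detection: beta-catenin immunofluorescence imaging with DAPI; Read-out: beta-catenin nuclear/cytoplasmic ratio, % activation.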
Insulin prom up: insulin promoter activators in MIN6 cells, imaging, high-content screening, mouse beta cells; MIN6 insulin promoter-GFP reporter; hits give high values; actives 0.3% (n = 190,000); AID 1625, 2009; z-score at 5 µM;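 active means z-score above 3 at 5 µM with at least 500 cells counted in the well; inconclusive means wells under 500 cells, flagged as cytotoxic or low count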
Hep lipid drop: inhibitors of hepatocyte lipid droplet formation, primary screen, imaging, high-throughput imaging, BODIPY stain. AML12 mouse hepatocytes, oleate lipid droplets. inhibition, % at 6.5 µM. actives 0.4% (n = 240,000);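 active means lipid droplet intensity inhibited by at least 50%, with more than 500 cells counted; inconclusive means wells with under 300 cells, treated as cytotoxic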
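Technique: fluorescence imaging, 20x objective, two fields per well / Assay system: AML12 hepatocytes (mouse) / Measure: % inhibition of lipid droplet signal / Doses: 6.5 µM single-point dosing / Incubation: overnight exposure / Reagent: 100 µM oleic acid challenge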
MT stabilizer: microtubule stabilizers in HeLa cells, primary screen, imaging, high-content imaging; % tubulin-high responders, % at 10 µM; AID 2205, 2009; actives 0.83% (n = 200,000); HeLa tubulin immunostaining HCS, 24 h; share of cells brighter than vehicle mean+2SD;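 active means plate Z-score above 3 for both tubulin-high and condensed-nucleus cell shares, with cell loss under 80%, at 10 µM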;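 further: anti alpha tubulin signal scored within the nucleus-defined area of each cell; some results filed as inactive read as strong as hits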
T cell HTS: modulators of CD8 T cell-vesicle binding, primary screen, mouse 2C CD8+ T cells, flow cytometry; actives 0.068% (n = 330,000); 2C CD8+ T cell-vesicle binding; hits give low values; calls only at 7 µM;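 active means response, share of CD8 T cells binding vesicles, and their 90th percentile fluorescence all below set limits, cut at about 80% in these data, passing the limit was not always enough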
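incubation = binding step 1.5 h, 37 °C, antibody labelling 20 min, ice | test system = 2C mouse CD8+ T cells | read-out basis = percent CD8+ FL2 mean versus row control | controls = Peptide-free naked vesicles (low) and QL9 vesicles with 0.7% DMSO vehicle (high) | detection = flow cytometry of vesicle-bound cells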
Autophagy HCS: autophagy modulators in MEF cells, primary screen, imaging, high-content, MEF GFP-LC3 | MEF GFP-LC3 puncta imaging; test concentration mostly 10 µM | calls only at 10 µM (by protocol) | actives 0.98% (n = 190,000) | AID 463193, 2010;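 active means percentage of spot-positive cells more than 3 SD above its plate mean, without a fluorescence outlier flag or 80% toxicity; inconclusive means no clear call, values can overlap the other calls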;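 further: spot-positive cell cutoff set from DMSO-treated cells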
WT yeast gro inh: growth inhibition of WT strain, primary screen, mitochondrial fusion inhibitor project, WT and mutant strains, chemical genetic. inhibition, % at 10 µM. mitochondrial fusion phenotypic screen. actives 2.1% (n = 190,000); in the data active means inhibition above about 58%; tested in S. cerevisiae
Myeloid diff MLP: induction of myeloid progenitor differentiation, primary screen, cell-based, flow cytometry, MLPCN library; ER-HoxA9 myeloid progenitors, lysozyme-GFP differentiation; calls only at 10 µM; actives 1% (n = 360,000);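 active means normalized GFP-positive differentiation at or above the plate's own cutoff, the solvent-only control mean plus 3 SD; inconclusive means no clear call, values can overlap the other calls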;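 further: cells exposed to compound for four days before flow analysis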
West Nile antiviral: West Nile virus antiviral activity, cell-based, CPE readout (AID 1621). one-dose CPE inhibition, % at 10 µM; IC50 in µM for titrated hits. West Nile virus-infected cells, CPE inhibition; higher % means a stronger effect. actives 0.02% (n = 290,000); in the data active means a potency from the dose series; inconclusive means CPE inhibition mostly from about 3.7% at the one dose, without a potency; inactive means the rest, 99 in 100 with CPE inhibition below about 2.2%; further: strong numbers were not always called active
WT yeast gro inh mutant strain: also measured in WT yeast gro inh; calls as there; inhibition, %; mitochondrial fusion phenotypic screen, mutant strain inhibition
Insulin prom up cell count: further read-out of Insulin prom up, marked with its call; cell count; measured here: cytotoxicity, nuclei count;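 total cells summed across four imaged fields per well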
Hep lipid drop cells 6.5 µM: second read-out of Hep lipid drop, no call of its own (marks repeat the call); cell count; measured here: cell count, cytotoxicity flag;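 cells counted across two imaged fields per well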
bCat nuc transl cell count 5 µM: also measured in bCat nuc transl; calls as there; cell count; measured here: cell count, cytotoxicity flag
T cell HTS vesicle-bound %: recorded beside T cell HTS, whose call it bears; double positive events, %; measured here: CD8+ vesicle-bound cell fraction;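 binding gate set so that unloaded-vesicle control wells show 10% double positive cells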
MT stabilizer Hoechst-high %: second read-out of MT stabilizer, no call of its own (marks repeat the call); % Hoechst-high responders; measured here: nuclear condensation Hoechst responders;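 share of cells brighter than vehicle mean plus two SD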
MT stabilizer cytotoxicity %: further read-out of MT stabilizer, marked with its call; toxicity, %; measured here: cytotoxicity by cell density;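 0% = mean cell density of plate MIN control wells and 100% = no cells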
Autophagy HCS cell loss 18 h: further read-out of Autophagy HCS, marked with its call; toxicity, %; measured here: cell loss, nuclei count;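 cell loss after 18 h compound exposure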
Myeloid diff MLP GFP+ MAC1+ %: recorded beside Myeloid diff MLP, whose call it bears; GFP+ MAC1+ double positive, %; measured here: differentiation confirmed by MAC1 staining
* marks the source's active call; other numbers are inactive results; i = inactive; ? = inconclusive; · = not tested or not shown; + = active, no number.

The opening 4 records, to show the layout:
SMILES	bCat nuc transl	bCat nuc transl cell count 5 µM	Insulin prom up	Insulin prom up cell count	Hep lipid drop	Hep lipid drop cells 6.5 µM	MT stabilizer	MT stabilizer Hoechst-high %	MT stabilizer cytotoxicity %	T cell HTS	T cell HTS vesicle-bound %	Autophagy HCS	Autophagy HCS cell loss 18 h	WT yeast gro inh	WT yeast gro inh mutant strain	Myeloid diff MLP	Myeloid diff MLP GFP+ MAC1+ %	West Nile antiviral
O=C1NCCN2CCCC12 (configuration not stated)	-6.0	916	1.2	1006	·	·	3.2	3.9	7.5	i	25	i	7	13	11	i	2.2	0.1%
O=c1c2ccccc2nc(-c2ccccc2)n1-c1cccc(O)c1	1.4	1059	0.13	1471	-39	717	3.2	1.7	7.3	i	59	i	0	-6	-8	i	0.2	0.3%
CC(C)CCNC(=O)c1c(N)n(CC2CCCO2)c2nc3ccccc3nc12 (configuration not stated)	·	·	0.77	802	12	777	1.9	2.2	9.6	i	52	i	22	·	·	i	2.1	-0.4%
Cc1cc(N2CCOCC2)ccc1/C=C1\C(=O)NC(=O)N(c2ccccc2)C1=O	0.4	1514	0.58	1134	-4	614	2.0	3.1	4.0	i	32	i	0	3	7	i	0.0	-0.1%

The listing, previewed entries included:
SMILES	bCat nuc transl	bCat nuc transl cell count 5 µM	Insulin prom up	Insulin prom up cell count	Hep lipid drop	Hep lipid drop cells 6.5 µM	MT stabilizer	MT stabilizer Hoechst-high %	MT stabilizer cytotoxicity %	T cell HTS	T cell HTS vesicle-bound %	Autophagy HCS	Autophagy HCS cell loss 18 h	WT yeast gro inh	WT yeast gro inh mutant strain	Myeloid diff MLP	Myeloid diff MLP GFP+ MAC1+ %	West Nile antiviral
O=C1NCCN2CCCC12 (configuration not stated)	-6.0	916	1.2	1006	·	·	3.2	3.9	7.5	i	25	i	7	13	11	i	2.2	0.1%
O=c1c2ccccc2nc(-c2ccccc2)n1-c1cccc(O)c1	1.4	1059	0.13	1471	-39	717	3.2	1.7	7.3	i	59	i	0	-6	-8	i	0.2	0.3%
CC(C)CCNC(=O)c1c(N)n(CC2CCCO2)c2nc3ccccc3nc12 (configuration not stated)	·	·	0.77	802	12	777	1.9	2.2	9.6	i	52	i	22	·	·	i	2.1	-0.4%
Cc1cc(N2CCOCC2)ccc1/C=C1\C(=O)NC(=O)N(c2ccccc2)C1=O	0.4	1514	0.58	1134	-4	614	2.0	3.1	4.0	i	32	i	0	3	7	i	0.0	-0.1%
O=P(/C(=N/O)N1CCOCC1)(N1CCOCC1)N1CCOCC1	-4.7	1121	-0.39	1857	-1	598	1.6	0.7	5.6	i	59	i	-1	10	23	i	0.4	0.0%
Cc1cccc(N2C(=O)NC(=O)/C(=C/c3ccc(N4CCOCC4)cc3)C2=O)c1	-3.8	1031	-0.19	1230	10	741	3.4	2.7	8.4	i	50	i	9	-10	2	i	0.1	1.2%
Cc1cccc(N2C(=O)/C(=C/N3CCN(C(=O)c4ccco4)CC3)C(=O)NC2=S)c1	-0.6	1034	·	·	17	701	2.3	1.4	2.7	i	42	i	-2	-6	-15	i	0.6	0.7%
COc1ccc(CN2CCN(C(=O)Cc3ccccc3)CC2)cc1Br	·	·	·	·	-8	803	·	·	·	i	55	·	·	·	·	i	1.1	-1.9%
CN1CCCC1C(O)(c1ccccc1)c1ccccc1 (configuration not stated)	·	·	·	·	·	·	1.3	1.1	4.9	i	28	i	2	·	·	i	1.2	-0.7%
NC(=O)c1ccc(C(=O)Nc2ccc([As](=O)(O)O)cc2)cc1	-4.3	1169	-0.77	1407	4	710	·	·	·	i	8	·	·	·	·	·	·	-0.8%
CCOc1cccc(=NC2CCCCC2)c2c(C)[nH]c(C)c12	-0.8	1262	?	·	4	625	·	·	·	i	16	·	·	·	·	?	·	?
COc1ccc(CNCCc2c[nH]c3ccccc23)c(OC)c1OC	·	·	·	·	-9	765	·	·	·	i	56	·	·	·	·	i	0.5	-0.4%
N#Cc1ccc(NC(=O)CCNC(=O)c2ccco2)cc1Cl	·	·	·	·	7	763	·	·	·	i	26	·	·	·	·	i	1.2	-0.6%
CCc1ccc(OCCCN=C(C)c2c(O)n(C)c(=O)n(C)c2=O)cc1	-0.7	1020	-0.17	1212	-2	765	4.0	1.3	6.8	i	48	i	-2	13	7	i	0.3	-0.5%
COc1ccc(OC)c(C(O)C(C)N)c1 (configuration not stated)	·	·	·	·	-6	690	2.7	2.5	7.1	i	35	i	9	-4	9	i	2.0	·
CCCCN1C(=O)NC(=O)C2(Cc3cc(C)ccc3N(C)C2)C1=O (configuration not stated)	1.0	1093	0.87	873	-4	755	5.1	3.2	7.5	i	45	i	11	-3	10	i	0.9	0.1%
O=C(c1ccc2c(c1)OCO2)C1CCCN(Cc2c(F)cccc2Cl)C1 (configuration not stated)	·	·	·	·	-22	730	·	·	·	i	66	·	·	·	·	i	0.5	-1.1%
NCCCC(=O)OC1N=C(c2ccccc2Cl)c2cc(Br)ccc2NC1=O (configuration not stated)	1.2	1075	0.18	1267	0	681	5.2	2.7	7.4	i	17	i	-5	-3	14	i	0.3	-0.2%
CC(C)CN(CC(C)C)c1ccc(C=C2C(=O)NC(=S)NC2=O)cc1[N+](=O)[O-]	0.0	1412	0.44	1637	·	·	0.9	1.4	5.5	i	20	i	4	-13	-12	i	6.3	0.6%
N=C1c2ccccc2CN1c1ccc(F)c([N+](=O)[O-])c1	-0.7	1138	-0.81	1438	-22	700	·	·	·	i	18	·	·	·	·	i	0.4	-0.4%
O=C1Nc2ccc(Br)cc2C(c2ccccc2Cl)=NC1O (configuration not stated)	1.8	1106	0.6	1430	0	693	3.1	1.8	3.4	i	34	i	-3	-3	-13	i	2.7	-0.6%
COc1cccc(CCNCc2cccc(C(F)(F)F)c2)c1	-5.2	1063	·	·	-7	672	2.7	1.1	5.6	i	60	i	-7	10	2	i	0.2	-0.4%
O=c1[nH]c(=S)n(C2CC2)c(O)c1/C=N/Nc1cccc2ccccc12	-0.7	1268	0.07	1492	-32	589	7.7	2.1	11	i	22	i	9	7	-4	i	1.6	-0.4%
Cc1ccc(N2C(=O)NC(=O)/C(=C\c3cc(C)n(-c4sc5c(c4C#N)CCCC5)c3C)C2=O)cc1	-0.4	1095	-0.66	1381	-3	688	6.0	1.6	9.3	i	45	i	6	10	-10	i	1.2	-0.5%
Cc1cc(/C=C2/C(=O)NC(=O)N(Cc3ccco3)C2=O)c(C)n1-c1ccccc1O	0.0	1302	1	1113	2	685	·	·	·	i	17	·	·	·	·	i	1.1	0.5%
SMILES	bCat nuc transl	bCat nuc transl cell count 5 µM	Insulin prom up	Insulin prom up cell count	Hep lipid drop	Hep lipid drop cells 6.5 µM	MT stabilizer	MT stabilizer Hoechst-high %	MT stabilizer cytotoxicity %	T cell HTS	T cell HTS vesicle-bound %	Autophagy HCS	Autophagy HCS cell loss 18 h	WT yeast gro inh	WT yeast gro inh mutant strain	Myeloid diff MLP	Myeloid diff MLP GFP+ MAC1+ %	West Nile antiviral
Cc1ccc(C2N(c3cc(C)on3)C(=O)C3CCCN32)cc1 (configuration not stated)	-1.7	846	0.39	1703	·	·	2.2	2.0	4.7	i	15	i	3	8	-9	i	1.4	0.5%
C=Cn1ccnc1P(=S)(c1nccn1C=C)c1nccn1C=C	0.7	1362	-0.22	1499	·	·	3.8	1.4	0.2	i	41	i	0	-12	-70	i	0.6	0.1%
O=C(O)Cn1cc(C(=O)c2ccccc2F)c2ccccc21	·	·	·	·	1	838	·	·	·	i	59	·	·	·	·	i	0.4	-0.3%
CCC(C)NC(=O)CCC(=O)OC1O[C@H]2OC3(C)CC[C@H]4[C@H](C)CCC(C1C)C24OO3 (some centres not stated)	·	·	·	·	-58	769	·	·	·	i	23	·	·	·	·	?	·	0.8%
CNC(=O)Oc1ccc2c(c1)C(=O)c1ccccc1CO2	1.1	1038	·	·	11	813	1.3	1.5	3.1	i	56	i	-1	0	-10	+	2.2*	-0.5%
CC(C)N1CCN(Cc2cccc3c2OCO3)CC1CCO (configuration not stated)	-1.9	1083	1	1540	-6	664	5.0	1.5	4.2	i	56	i	11	4	4	i	0.6	-0.1%
C=C(CC1CC(O)[C@]2(C)OC3CC4OC5C[C@]6(C)O[C@]7(C)CCC8OC9C[C@]%10(C)OC%11C(C)=CC(=O)OC%11CC%10OC9C[C@@H](C)C8OC7CC6O[C@]5(C)C/C=C\C4OC3CC2O1)C(=O)O (some centres not stated)	0.4	1111	·	·	8	736	2.5	2.5	7.1	i	36	i	-1	5	1	i	1.4	0.5%
O=C(c1ccc2c(c1)OCO2)C1CCCN(Cc2ccc(F)c(F)c2)C1 (configuration not stated)	·	·	·	·	23	799	·	·	·	i	8	·	·	·	·	i	1.5	-0.3%
C=CC1CN2CCC1CC2c1[nH]c2ccccc2c1CCO (configuration not stated)	0.7	543	-0.75	1292	11	683	2.8	3.9	2.1	i	33	i	-3	5	-11	i	0.4	-0.1%
O=[N+]([O-])c1ccc(NC2CCCC2)c2ccncc12	·	·	·	·	-3	754	·	·	·	i	13	·	·	·	·	i	0.6	-1.5%
CN1C[C@@H]2C[C@@H](c3cccn3-c3ccccn3)N3CCC[C@@]23C1=O	-3.2	1021	0.28	1524	-2	746	2.7	1.9	5.4	i	29	i	21	-10	-3	i	0.3	1.9%

Source: PubChem BioAssay (several laboratories)

An excerpt; the hit share may differ from the screen's.
